Screening data: PubChem BioAssay, University of Kansas High Throughput Screening Laboratory
mHTT CaM bind – mHTT-calmodulin interaction abrogation; 3.6% of 190,000 active; P42858; AID 1671202; AlphaScreen His-mHTT/GST-CaM binding, luminescence; inhibition, % at 15 µM;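 further: 0% = both proteins with DMSO and 100% = one protein alone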
Pf apPOL inh – Pf-apPOL DNA polymerase inhibition. Recombinant Pf-apPOL, molecular beacon fluorescence, 1.5 h. AID 1794808. 0.25% of 210,000 active. inhibition, % at 10 µM
Active calls of the source: *; nt = not tested or not shown; & = joins results of further samples. No stated cut-off is given here; in the data, active means inhibition above about 50%; inactive means the rest. Compounds were not picked by outcome; any-hit rate near 3.5%.

No. | smiles | mHTT CaM bind | Pf apPOL inh
1 | Nc1nc2n(n1)C(c1cccs1)CC(c1ccc(Cl)c(Cl)c1)N2 (centres undefined) | 83.6* | -8.1
2 | Cc1nc2cccnc2n1C1CCN(C(=O)NC2CCCCC2)C1 (centres undefined) | -0.3 | 1.1
3 | Cc1cc(S(=O)(=O)N2CCOCC2)c(C)s1 | -8.3 | nt
4 | CCN(CC)c1ccc(/C=C2/C(=O)N(c3ccc(C)c(C)c3)N=C2C)cc1 | 86.0* | -1.1
5 | COc1ccccc1C(=O)N1CCCC(c2ccnc(-c3ccccc3)n2)C1 (centres undefined) | 31.0 | -2.4
6 | Cc1ccc(NC(=O)N2CCC(n3c(-c4ccco4)nc4cccnc43)C2)cc1Cl (centres undefined) | -6.0 | 0.7
7 | Cn1cnnc1SCCNC(=O)c1ccc(OCc2nc(-c3ccco3)cs2)cc1 | 23.7 | -19.6
8 | O=C(Cc1ccc(F)cc1)NCCOc1ccc(-c2ccc(F)cc2)nn1 | -0.4 | 0.2
9 | Cc1ccc(NC(=O)C2C3C=CC(C3)C2C(=O)O)c(C)c1 (centres undefined) | -6.0 | -8.8
10 | O=C(Nc1ccc(Br)cc1F)c1cc(S(=O)(=O)NCc2ccco2)ccc1F | 0.0 | 3.1
11 | CCCn1cc(C2=CCN(S(=O)(=O)Cc3cccc(Cl)c3)CC2)c2cccnc21 | 47.2 | -2.0
12 | CC(=O)N1CCN=C1SCc1ccc([N+](=O)[O-])cc1 | -1.1 | 9.1
13 | O=C(Nc1cc(C(F)(F)F)ccc1Cl)C(=S)N1CCOCC1 | nt | 0.0
14 | CCCC1(CO)CCCN1C(=O)c1ccccn1 (centres undefined) | -1.2 | -0.6
15 | COCCn1c(C2CCN(S(=O)(=O)c3ccc(CC(C)C)cc3)C2)nc2ccncc21 (centres undefined) | 23.4 | -4.0
16 | O=C(Nc1cnc(N2CCOCC2)nc1)c1ccc(F)cc1F | 0.9 | -5.0
17 | O=C(Nc1cc(Cl)ccc1Cl)C1CC1c1ccccc1 (centres undefined) | -33.4 | -11.3
18 | CCNc1cc(N2CCC(CCC(=O)Nc3cc(C)ccc3OC)CC2)ncn1 | 54.9* | -3.5
19 | N#Cc1ccc(SCCOC(=O)Nc2ccc(OC(F)(F)F)cc2)c([N+](=O)[O-])c1 | nt | -1.4
20 | CCOCCCNC(=O)c1cccnc1SCc1ccccc1Cl | -9.0 | -21.1
21 | Cc1cccc(C(=O)N2CCCC(C(=O)NC3CCCC3)C2)c1 (centres undefined) | 25.1 | -7.6
22 | CC(=O)Nc1cccc(NC(=O)c2ccc(C)c([N+](=O)[O-])c2)c1 | 2.7 | 4.1
23 | O=C1OC(c2ccc([N+](=O)[O-])cc2Cl)=N/C1=C\c1ccc(Br)cc1 | 3.0 | -3.7
24 | CCNc1nc(OCC#N)nc(N2CCCCC2)n1 | 0.0 | -0.6
25 | O=C(NCc1cccc(Cl)c1)c1ccc2nc3cc(Cl)ccc3c(=O)n2c1 | 7.0 | -3.2
26 | Cc1ccc(N2CC(C(=O)Nc3nc4ccccc4s3)CC2=O)cc1Cl (centres undefined) | 55.0* | -0.9
27 | O=C(c1cccnc1)N1CCC(c2nc(C3CC3)n[nH]2)CC1 | -4.7 | -6.1
28 | Cc1ccc(S(=O)(=O)N2CCC(c3noc(-c4ccc(F)cc4)n3)CC2)cc1 | -5.3 | -2.3
29 | CCCn1c(C2CCN(Cc3cn(C)nc3C)C2)nc2cccnc21 (centres undefined) | 3.2 | -7.5
30 | COc1ccc(CC(=O)N2CC(=O)Nc3ccc(F)cc3C2c2ccccc2)cc1OC (centres undefined) | 7.0 | -3.1
31 | CC(C)NC(=O)c1ccc2c(c1)CC(=O)N2C | -4.0 | -1.0
32 | COc1cc(OC)c(OC)cc1/C=C1\N=C(c2cc(OC)c(OC)c(OC)c2)OC1=O | 7.0 | 4.7
33 | COC(=O)[C@H](C(C)C)N1CCc2nnn(Cc3ccc(C)cc3)c2-c2ccccc2S1(=O)=O | -8.1 | -3.9
34 | O=c1ccc(-c2noc(-c3ccccn3)n2)c[nH]1 | -2.2 | 0.1
35 | CN1CCCc2cc(C(=O)NC3CCCCCC3)sc21 | 3.5 | 1.7
36 | Cc1cccc(NC(=O)CN(c2ccc(Br)cc2)S(C)(=O)=O)c1 | -4.8 | -11.8
37 | O=C(Nc1cnc(N2CCCCC2)nc1)c1ccc(F)c(F)c1 | 3.4 | -5.3
38 | Cc1ccc(CSc2nc3ccccc3[nH]2)cc1 | -18.0 | -0.3
39 | O=C(Cn1cnc2ccccc2c1=O)NCCn1nc(-c2cccs2)ccc1=O | -2.5 | -2.0
40 | COc1cccc(-c2nc(C3CCN(C(=O)c4ccccc4Cl)CC3)no2)c1 | -6.6 | -1.7
41 | O=[N+]([O-])c1ccc(N2CCN(S(=O)(=O)Cc3ccccc3)CC2)cc1 | 1.3 | 0.2
42 | Cc1ccc(CN(c2ccc(C(=O)N3CCCCCC3)cc2)S(C)(=O)=O)cc1 | 22.4 | 4.0
43 | Cc1ccc(OCC(=O)N(Cc2ccccc2)C(C)(C)C)cc1C | -17.1 | -9.0
44 | O=C(Nc1ccc2c(c1)OC(F)(F)O2)c1ccc(Cl)c([N+](=O)[O-])c1 | 0.0 | -5.7
45 | COc1ccccc1C(=O)N1CCc2c(c(-c3nc(C4CC4)no3)nn2C)C1 | -1.3 | -6.1
46 | Cn1c(=O)c(N2CCN(C(=O)c3cc(F)cc(F)c3)CC2)nc2ccccc21 | 0.7 | -2.4
47 | Oc1ccc(C=Nc2nccs2)c(O)c1 | 93.1* | nt
48 | Fc1cccc(-c2noc(-c3ccc(NCCCN4CCCC4)nc3)n2)c1 | -2.6 | -5.1
49 | CC(C)=CCCC(C)=CCOc1cc2c(C(=O)O)c(C)oc2cc1Br | 16.5 | -6.6
50 | CC1CCN(C(=O)c2cc3c(s2)CCC(C(=O)N2CCCC2)C3)CC1 (centres undefined) | 6.9 | -8.6

Continuation.
No. | smiles | mHTT CaM bind | Pf apPOL inh
51 | COc1cccc(-n2c(N3CCC(C(=O)NCC(C)C)CC3)nc3ccsc3c2=O)c1 | 11.3 | -1.2
52 | O=C1c2cc(S(=O)(=O)N3CCNCC3)ccc2-c2ccc(S(=O)(=O)N3CCNCC3)cc21 | 13.0 | -2.2
53 | O=C(CCCn1c(=O)[nH]c2ccsc2c1=O)NC1CCCc2ccccc21 (centres undefined) | -1.0 | -7.5
54 | Cc1onc(-c2c(Cl)cccc2Cl)c1C(=O)On1c(-c2ccccc2)nc2ccccc2c1=O | nt | -2.9&0.1
55 | COc1ccc(C(=O)NCC2Cc3cc(F)cc(F)c3O2)cc1OC (centres undefined) | 2.8 | 1.3
56 | COc1ccc(CC(=O)Nc2ccc3c(c2)CN(C(C)C)C(=O)C(C)O3)cc1 (centres undefined) | 16.0 | -6.4
57 | CCc1ccc(C(=O)CSc2nc3nc(C)cc(C)c3c(=O)[nH]2)cc1 | -2.0 | 11.7
58 | Cc1ccc(OCCCCn2ccnc2)c(Br)c1 | 4.8 | -2.2
59 | CN(C)c1ccc(NC(=O)NC2CCCCC2)cc1 | 3.5 | 2.3
60 | NC(=O)c1c(NC(=O)c2ccc(Br)cc2)sc2c1CCCC2 | -5.1 | 4.1
61 | O=C1CC(c2noc(-c3cccc(F)c3)n2)CN1c1ccccc1 (centres undefined) | -12.2 | 3.1
62 | COc1cccc2cc(-c3cc(=O)oc4cc(OCC(=O)OC(C)(C)C)ccc34)c(=O)oc12 | 14.1 | -8.5
63 | Cc1cc(Cl)ccc1NC(=O)CSc1nc(C(F)(F)F)cc(=O)[nH]1 | -3.0 | -0.4
64 | O=C(Nc1ccc(Cl)cn1)C1CCN(c2ncnc3c2nc2n3CCCCC2)CC1 | 3.9 | 2.3
65 | Cc1cc(Nc2ccc(C)c(Cl)c2)n2ncnc2n1 | 17.0 | -7.9
66 | Cn1cccc1C(=O)N1CCCC(c2nc(CCNC(=O)C3CC3)cs2)C1 (centres undefined) | -3.9 | 0.6
67 | COc1cccc(Nc2nc3ccncc3n(Cc3ccccc3)c2=O)c1 | -3.1 | 6.3
68 | CC(C)C[C@@H](CSc1ccccc1)N1CCN(CCc2ccccc2)CCC1=O | 88.4* | -5.0
69 | O=C(CN1CCOCC1)N1N=C(c2ccc(F)cc2)CC1c1ccccc1F (centres undefined) | 14.0 | -4.4
70 | NC(=S)NNC1OC(CO)C(O)C(O)C1O (centres undefined) | nt | -0.1
71 | CC(C)(C)C(=O)N1CCCC1COc1ccc(C(=O)N2CCCC2)cc1 (centres undefined) | -0.4 | 5.2
72 | CCN1CCN(C2=NCCN2C(=O)c2cccc(OC)c2)CC1 | -1.4 | 0.2
73 | CN(C)c1ccc(/C=C2\C(=O)NN(c3cccc(Cl)c3)C2=O)cc1Br | 7.0 | -2.4
74 | Cc1cccc(CN(CC(=O)Nc2ccc(C(N)=O)cc2)S(=O)(=O)c2ccc(Cl)cc2)c1 | -4.7 | -0.3
75 | O=C(NCc1ccc(F)cc1)C1CCC(=O)N1C1CCCC1 (centres undefined) | -4.0 | -13.3
76 | Cc1cc(Cl)ccc1NC(=O)C1CCN(c2ccncc2)CC1 | -6.4 | -0.8
77 | CCc1cc2c(s1)SC(c1ccc([N+](=O)[O-])cc1)NC2=O (centres undefined) | 2.0 | 5.2
78 | N#C/C(=C\c1c(Cl)ccc(Cl)c1Cl)c1nc2ccccc2c(=O)[nH]1 | -6.5 | 0.8
79 | COc1ccc(OC)c(C2C3=C(CC(C)(C)CC3=O)Nc3nc(SC)nn32)c1 (centres undefined) | -6.0 | -13.5
80 | CCC1(C)CC(CCNCc2ccc(OC)c(OC)c2)(c2ccc(OC)cc2)CCO1 (centres undefined) | 3.0 | -0.3
81 | COc1cccc(Nc2cc(C(=O)N3CCSCC3)nc3ccccc23)c1 | 3.0 | -4.5
82 | Cc1ccc(Cl)cc1NC(=O)CN1CCC(c2nc(-c3ccccc3C)no2)CC1 | -0.6 | -1.9
83 | CC1CCCCN1CCCNC(=O)CC1CCN(C(=O)C2CCCCC2)CC1 (centres undefined) | 7.2 | -3.9
84 | CCSc1nnc2c(n1)OC(c1ccncc1)Nc1ccc(Br)cc1-2 (centres undefined) | 4.0 | -10.7
85 | CN(C)c1ccc(-c2nc3cc(N=Cc4cc([N+](=O)[O-])cc([N+](=O)[O-])c4O)ccc3o2)cc1 | -4.0 | 5.5
86 | COc1cc2nc(NC(=O)c3ccc(C(F)(F)F)nc3C)sc(=O)c2cc1OC | nt | -12.7
87 | CCCNC(=O)N1CCN(c2ccccc2OC)C(=O)C1C (centres undefined) | -6.3 | -2.8
88 | COc1cc(CCC(C)=O)ccc1OC(=O)c1cccs1 | nt | -4.4
89 | COc1ccccc1CNC(=O)c1cc2cc3ccc(Cl)cc3nc2o1 | -6.0 | 2.6
90 | Cc1cc2nnc(C(N)=NO)c(C)n2n1 | nt | -0.9
91 | O=C(NCCc1ccccc1)c1cc2cccc([N+](=O)[O-])c2[nH]1 | nt | -4.0&-14.0
92 | Cc1ccc(OCC(=O)Nc2ccc(Cl)c(-c3nc4ncccc4o3)c2)cc1 | 22.0 | -1.5
